PI4K2A inh = blocks human PI4K2A kinase activity | activity change, negative = inhibition, % at 76.9 µM | purified PI4K2A, ADP-Glo luminescence, 1 h; hits give low values | 420,000 tested, 0.13% active | Q9BTU6; in the data active = activity change below about -50%;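 also: -100% = wells without enzyme as full effect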
Target sequence (Q9BTU6 whole entry, looked up): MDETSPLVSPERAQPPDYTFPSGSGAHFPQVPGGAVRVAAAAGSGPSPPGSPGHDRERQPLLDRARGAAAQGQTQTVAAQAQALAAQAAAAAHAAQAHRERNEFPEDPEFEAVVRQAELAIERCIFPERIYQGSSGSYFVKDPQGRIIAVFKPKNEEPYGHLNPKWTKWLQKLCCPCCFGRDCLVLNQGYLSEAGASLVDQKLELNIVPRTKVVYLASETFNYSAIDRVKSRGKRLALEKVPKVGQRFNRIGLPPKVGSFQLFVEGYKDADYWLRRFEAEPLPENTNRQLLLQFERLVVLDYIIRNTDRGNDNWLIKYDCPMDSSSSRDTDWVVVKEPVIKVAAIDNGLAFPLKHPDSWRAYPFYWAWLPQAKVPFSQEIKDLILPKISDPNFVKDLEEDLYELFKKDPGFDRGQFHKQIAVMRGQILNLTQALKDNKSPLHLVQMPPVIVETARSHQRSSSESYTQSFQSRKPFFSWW
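Compounds are screened against recombinant PI4K2A using PI as substrate and ATP, the latter dispensed at 300 microM. Reactions run one hour at ambient temperature before ADP-Glo detection; full inhibition defined by wells lacking enzyme.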
An asterisk follows results filed as active. Some of the compounds tested (hit frequency here may not be typical).

SMILES	PI4K2A inh
CCCCNC(=O)C1(C)CCN1C(=O)c1ccc2sccc2c1 (stereo unspecified)	-4
CC(=O)Nc1ccc(-c2ccnc3c2CC(C)(C(=O)NCc2ccc(N(C)C)cc2)O3)cc1 (stereo unspecified)	-7
CC(C)NC(=O)C1(C)CN(S(C)(=O)=O)CC(=O)N1CCOc1ccccc1 (stereo unspecified)	-2
COC(=O)C1C(=O)N(S(=O)(=O)c2ccc([N+](=O)[O-])cc2)c2ccccc21 (stereo unspecified)	-8
Cc1cccc(C)c1NC(=O)C1(C)CSCC(=O)N1CCc1c[nH]c2ccccc12 (stereo unspecified)	4
Cc1cccc2sc(=S)[nH]c12	-1
CCCCCNC(=O)C(c1ccc(C(F)(F)F)cc1)n1c(=O)c(-c2ccco2)nc2ccccc21 (stereo unspecified)	-4
CCc1nc2ccc(C(=O)N(CC)CCN(C)C)cn2c1N(CC)CCOC	-3
Cc1ccc(NC(=S)NNC(=O)CSc2nnc(SCc3cccc4ccccc34)s2)cc1	-3
O=S1(=O)c2c(cccc2N2CC[C@H](O)C2)O[C@@H]2CCN1C2	-2
CCN(CC)C(=O)O[C@H]1CC[C@@]23CCCN2C(=O)CCC[C@H]3[C@H]1C	-3
Oc1ccc(CNc2cccnc2)c2cccnc12	-10
CC1=C(C(=O)N(C(C)C)C(C)C)CC(CC(=O)NCc2cccs2)C(=O)N1CCCN1CCCC1=O (stereo unspecified)	1
Cc1cc(C)cc(N(CC(=O)NC2CCC(C)CC2)S(=O)(=O)c2ccc(C(C)(C)C)cc2)c1 (stereo unspecified)	-1
CCOC(=O)N1CCN(C(=O)C[C@@H]2C(=O)N(CCc3ccc(Cl)cc3)/C3=C/CCCCC[C@@]32C(=O)OCC)CC1	-2
CN(Cc1ccc(Cl)cc1)C(CCc1ccccc1)C(=O)NC1CCCCC1 (stereo unspecified)	6
OC(c1ccc(F)cc1)c1ncc(-c2ccccc2Cl)[nH]1 (stereo unspecified)	-3
Cc1ccccc1CC(=O)N1CCC(n2nnc3ncccc32)CC1	2
Cn1c(SCCc2ccccc2)nnc1-c1ccco1	-9
C=C1C[C@@H]2C[C@@H]2CN(S(=O)(=O)c2ccc(C)cc2)[C@@H]1c1ccco1	12
CCCCc1ccc(S(=O)(=O)NC(=O)C2(C)CCN2C(=O)c2cccc(F)c2)cc1 (stereo unspecified)	-1
CCc1nc2ccc(C(=O)Nc3cccc(OCC(=O)N(C)C)c3)cn2c1N(CC)CCOC	0
CCc1nc2c(OCC3COc4ccccc4O3)cccn2c1N(C)C(=O)c1ccccc1F (stereo unspecified)	-3
O=C(OCC#CCSc1nnc(-c2ccccc2)o1)c1ccc(F)cc1	2
C/C(C=NNC(=O)CSc1nnc(-c2ccc(Cl)cc2)n1-c1ccccc1)=C\c1ccccc1	-2
O=C(OCc1cn(Cc2cc(F)ccc2F)nn1)N1CCOCC1	-6
Cc1ccc(F)c(S(=O)(=O)NC(=O)C2(C)CCN2C(=O)CC2CCCCC2)c1 (stereo unspecified)	-1
Cc1cc(C(=O)N2CCCC2(C)C(=O)NCC(C)C)nn1C(C)(C)C (stereo unspecified)	-11
O=C(Nc1ccc2c(c1)OCO2)C1Cc2c(-c3ccccc3Oc3ccccc3)ccnc2O1 (stereo unspecified)	-4
O=C1CC(N2CCCN(Cc3ccccc3)CC2)=NC(=O)N1c1ccc(Br)cc1	-6
CCC(=O)N1CCC(C)(C(=O)Nc2ccc(OC)c(OC)c2)C1 (stereo unspecified)	2
CC1(C(=O)NS(=O)(=O)c2ccccc2)CCN1C(=O)C1CCCCC1 (stereo unspecified)	4
CCCS(=O)(=O)NC(=O)C1(C)CCCN(C(=O)c2nc(C)oc2C)C1 (stereo unspecified)	1
CCCCC[C@H](C)N1C[C@H](COCc2ccccc2)Oc2cc(N3CC[C@@H](O)C3)ccc2S1(=O)=O	-2
COc1ccc(C2C(C(=O)Nc3cc(Cl)ccc3F)CCC(=O)N2c2ccc(OC)cc2)cc1 (stereo unspecified)	1
O=C(NCc1ccccc1Cl)C1CCC(CNS(=O)(=O)c2cccc3cccnc23)CC1 (stereo unspecified)	-30
CC(=O)c1ccc(OC2(C)CCN(Cc3cccn3-c3nccs3)C2)cc1 (stereo unspecified)	-1
CC1(C(=O)NS(=O)(=O)c2ccccc2)CCN1C(=O)Cc1ccccc1 (stereo unspecified)	-3
COc1ccccc1Cc1c(-c2ccc(C#N)cc2)nc2ccc(C)cn12	-2
CCOc1ccc2nc(S(=O)(=O)NC(=O)C3(C)CCN3C(=O)c3c(C)noc3C)sc2c1 (stereo unspecified)	3
CC(C)c1cccc(-c2csc(C(O)c3cccc(Cl)c3)n2)c1 (stereo unspecified)	-1
CCC(CC)C(=O)N(C)c1c(C)nc2c(OCCOc3ccccc3)cccn12	0
CCC(C(=O)Nc1c(C)cccc1C)n1c(-c2cc(C)cs2)nc2ccccc21 (stereo unspecified)	5
CC1(C(=O)NS(=O)(=O)C2CC2)CCN(C(=O)COc2ccc(Cl)cc2Cl)C1 (stereo unspecified)	1
Cc1ccc(S(=O)(=O)N2C[C@H]3[C@H]4C(=O)N(Cc5ccccc5)C(=O)[C@H]4CC(=O)[C@H]3[C@@H]2c2ccccc2)cc1	-3
COc1ccccc1N=NNc1ccc(S(=O)(=O)NC(C)=O)cc1	-4
CCc1ccc2c(c1)NC(=O)C2(C)Cc1ccccc1Cl (stereo unspecified)	-1
COC(=O)[C@]12C[C@H](CC(=O)N3CCCC3)C(=O)N(Cc3ccc(Cl)cc3Cl)C1=C[C@H](C(C)(C)C)O[C@@H]2C	0
COC(=O)[C@@]1(Cc2ccc(F)cc2)[C@H]2c3cc(C(=O)N(C)C)n(CCCNc4ncc(C(F)(F)F)cc4Cl)c3C[C@H]2CN1C(=O)c1ccccc1	6
N#Cc1ccc(NC(=S)/N=C(\N)c2ccccc2)cc1	-4

Some of the entries above, reformatted.
Structure | PI4K2A inh
O=C(Nc1ccc2c(c1)OCO2)C1Cc2c(-c3ccccc3Oc3ccccc3)ccnc2O1 (stereo unspecified) | -4
O=C1CC(N2CCCN(Cc3ccccc3)CC2)=NC(=O)N1c1ccc(Br)cc1 | -6
CCC(=O)N1CCC(C)(C(=O)Nc2ccc(OC)c(OC)c2)C1 (stereo unspecified) | 2
CC1(C(=O)NS(=O)(=O)c2ccccc2)CCN1C(=O)C1CCCCC1 (stereo unspecified) | 4
CCCS(=O)(=O)NC(=O)C1(C)CCCN(C(=O)c2nc(C)oc2C)C1 (stereo unspecified) | 1
CCCCC[C@H](C)N1C[C@H](COCc2ccccc2)Oc2cc(N3CC[C@@H](O)C3)ccc2S1(=O)=O | -2
COc1ccc(C2C(C(=O)Nc3cc(Cl)ccc3F)CCC(=O)N2c2ccc(OC)cc2)cc1 (stereo unspecified) | 1
O=C(NCc1ccccc1Cl)C1CCC(CNS(=O)(=O)c2cccc3cccnc23)CC1 (stereo unspecified) | -30
CC(=O)c1ccc(OC2(C)CCN(Cc3cccn3-c3nccs3)C2)cc1 (stereo unspecified) | -1
CC1(C(=O)NS(=O)(=O)c2ccccc2)CCN1C(=O)Cc1ccccc1 (stereo unspecified) | -3
COc1ccccc1Cc1c(-c2ccc(C#N)cc2)nc2ccc(C)cn12 | -2
CCOc1ccc2nc(S(=O)(=O)NC(=O)C3(C)CCN3C(=O)c3c(C)noc3C)sc2c1 (stereo unspecified) | 3
CC(C)c1cccc(-c2csc(C(O)c3cccc(Cl)c3)n2)c1 (stereo unspecified) | -1
CCC(CC)C(=O)N(C)c1c(C)nc2c(OCCOc3ccccc3)cccn12 | 0
CCC(C(=O)Nc1c(C)cccc1C)n1c(-c2cc(C)cs2)nc2ccccc21 (stereo unspecified) | 5
CC1(C(=O)NS(=O)(=O)C2CC2)CCN(C(=O)COc2ccc(Cl)cc2Cl)C1 (stereo unspecified) | 1
Cc1ccc(S(=O)(=O)N2C[C@H]3[C@H]4C(=O)N(Cc5ccccc5)C(=O)[C@H]4CC(=O)[C@H]3[C@@H]2c2ccccc2)cc1 | -3
COc1ccccc1N=NNc1ccc(S(=O)(=O)NC(C)=O)cc1 | -4
CCc1ccc2c(c1)NC(=O)C2(C)Cc1ccccc1Cl (stereo unspecified) | -1

The list continues.
SMILES	PI4K2A inh
Cc1ccc(OCCNC(=O)[C@H]2O[C@@H](n3ccc(=O)[nH]c3=O)[C@H](O)[C@@H]2O)cc1C	1
O=C(c1cc(C2CCCCN2S(=O)(=O)Cc2ccccc2)on1)N1CCOCC1 (stereo unspecified)	-1
O=[N+]([O-])c1ccc(OCCCN2CCC(C(O)(c3ccccc3)c3ccccc3)CC2)c(Cl)c1	-2
CC(C)c1cn(CC[C@@H]2CC[C@H](NS(=O)(=O)c3ccc(F)cc3)[C@@H](CO)O2)nn1	4
O=C(CC[C@H]1O[C@@H](n2cnc3c(NC(=O)c4ccccc4)ncnc32)[C@H](O)[C@@H]1O)NCC(c1ccccc1)c1ccccc1	-5
CC1(Cc2ccccc2C#N)C(=O)Nc2ccc(-c3ccc4[nH]ccc4c3)cc21 (stereo unspecified)	3
O=C1NC[C@H](CCCCN2C[C@H](Cc3ccc(O)cc3)N(CC3CCCCC3)C(=O)C2=O)N(CCC2CCCCC2)C1=O	5
COc1cc(C)ccc1S(=O)(=O)NC(=O)C1(C)CCN1C(=O)c1ccc(C(F)(F)F)nc1C (stereo unspecified)	-3
COCCNC(=O)C1Cc2c(-c3cccc(NC(C)=O)c3)ccnc2O1 (stereo unspecified)	0
CCOc1ccc(CCN2C(=S)N([C@@H](Cc3ccccc3)CN3CCC[C@@H]3CN3C(=S)NC[C@@H]3Cc3ccc(O)cc3)C[C@@H]2CC(C)C)cc1	-8
COCCCN1C(=O)C(CC(=O)NC2CCCC2)CC(C(=O)N(C(C)C)C(C)C)=C1C (stereo unspecified)	-2
CC(C)C[C@H]1COc2cccc(F)c2S(=O)(=O)N1Cc1cn(Cc2ccc(F)cc2)nn1	-2
COc1cccc(CO[C@H]2C=C[C@@H](c3ccccc3)O[C@@H]2COC(C)=O)c1	0
COc1ccc(CCNC(=O)Nc2nc(C(N)C3CCCCC3)cs2)cc1OC (stereo unspecified)	-5
CC(=O)c1cc(-c2cccc([N+](=O)[O-])c2)c(=O)n2c1CCC2	2
CN(C)c1ccc(CNC(=O)/C=C/[C@H]2O[C@@H](n3ccc(=O)[nH]c3=O)[C@H](O)[C@@H]2O)cc1	1
CCOc1ccc(-c2cc(C(=O)NCc3cc(OC)cc(OC)c3)[nH]n2)c(C)c1	-8
Brc1ccc(-c2nn3c(-c4ccccc4)nnc3s2)cc1	-7
CCOC(=O)[C@]12CCC=C1N(Cc1ccccc1)C(=O)[C@H](CC(=O)NCC13CC4CC(CC(C4)C1)C3)C2	0
OCCN1CCN(c2ncnc3c2ncn3[C@H]2CN(Cc3ccc(F)cc3)C[C@@H](CO)O2)CC1	-10
CCCS(=O)(=O)NC(=O)C1(C)CCCN(C(=O)c2c(F)ccc(C)c2F)C1 (stereo unspecified)	0
CCOC(=O)C1=CCC(c2ccccc2)N(S(=O)(=O)c2ccccc2)C1 (stereo unspecified)	1
CC(=O)O[C@@H]1CCC[C@@]2(C(=O)Nc3ccccc32)[C@H]1NC(=O)C(C)C	1
O=c1[nH]c(=S)[nH]c2c1C(c1ccc(F)cc1)OC(CCOCc1ccccc1)C2 (stereo unspecified)	3
Cc1nc2ccccc2n1C(C)c1nc2ccccc2n1CC(=O)c1ccsc1 (stereo unspecified)	4
C[C@H](NC(=O)CC[C@H]1O[C@@H](n2ccc(=O)[nH]c2=O)[C@H](O)[C@@H]1O)C(=O)O	-2
COc1cccc(C(=O)NCCN2CCC(n3c(=O)[nH]c4ccccc43)CC2)c1	7
Cc1c(C(=O)Nc2cccc(Oc3ccccc3)c2)sc(=O)n1Cc1ccc(F)cc1	2
O=C(NCc1ccc(Cl)cc1)OCCN1C(=O)CCC12CCC(c1ccccc1)CC2 (stereo unspecified)	-3
COC(=O)C1CN(Cc2ccc(F)cc2)CCS(=O)(=O)N1Cc1cn(Cc2ccc(Cl)cc2)nn1 (stereo unspecified)	-1
COc1ccc(CCN2C(=O)c3ccccc3C2c2nnnn2-c2ccc3c(c2)OCCO3)cc1OC (stereo unspecified)	-5
COc1ccc(C(NC(=O)C2CCN(Cc3ccc(Oc4ccccc4)cc3)CC2)c2ccccn2)cc1 (stereo unspecified)	-2
CC(=O)Nc1cccc(-c2csc(C(O)c3cccc(Cl)c3)n2)c1 (stereo unspecified)	0
CC(C)NC(=O)C1(C)CCN1Cc1ccc(-c2ccccc2)cc1 (stereo unspecified)	-2
Cc1c(C(=O)NCc2ccco2)sc(=O)n1Cc1ccc(S(C)(=O)=O)cc1	0
Cc1cccc(C)c1Cn1c(C)c(C(=O)NCCC#N)sc1=O	-2
CN(C(=O)C1Cc2c(-c3ccccc3Oc3ccccc3)ccnc2O1)c1ccccc1 (stereo unspecified)	-1
CCNC(=O)C1(C)CCCN(Cc2noc(-c3c(C)noc3C)n2)C1 (stereo unspecified)	0
CCOC(=O)[C@]12CCC=C1N(Cc1ccccc1)C(=O)[C@H](CC(=O)NCCC(C)C)C2	6
CCNC(=O)C1(C)CCN(Cc2ccc(C(=O)OCC)o2)C1 (stereo unspecified)	4
COc1ccc(CNC(=O)O[C@H]2CC[C@@]34CCCN3C(=O)CCC[C@H]4[C@H]2C)cc1	0
O=C(Nc1cccc(S(=O)(=O)N2CCCC2)c1)[C@@H]1O[C@H](CO)[C@H](O)[C@H](O)[C@H]1O	3
Cc1cccc(C)c1NC(=O)C(c1ccncc1)n1c(=O)c(-c2ccco2)nc2ccccc21 (stereo unspecified)	-7
NC(=O)CCCCC1CCSS1 (stereo unspecified)	-16
CC(=O)Nc1cnc(-c2cccc(C(=O)N3CCOCC3)c2)cn1	0
O=S1(=O)c2c(cccc2N2CC[C@@H](O)C2)O[C@@H]2CCN1C2	-5
Nc1[nH]c(C(=O)c2ccccc2)c(-c2ccncc2)c1C(=O)NCc1cccc2ccccc12	-1
OC[C@@H]1CN(CCc2ccccc2)C[C@H](n2cnc3c(NCc4ccc(F)cc4)ncnc32)O1	-2
COc1ccc(CNC(=O)c2ccc(-c3ccc(F)c(F)c3)c3ccoc23)cc1OC	-2
O=C(/C=C/[C@H]1O[C@@H](n2ccc(=O)[nH]c2=O)[C@H](O)[C@@H]1O)NCCc1c[nH]c2ccccc12	-2

Compound activity: PubChem, National Center for Advancing Translational Sciences (NCATS)
